PhoP inhibition = inhibitors of PhoP regulon expression, primary screen, Salmonella Typhimurium, GFP reporter (AID 1863); one-dose inhibition, % at 50 µM; IC50 in µM for titrated hits; actives 0.16% (n = 300,000); S. Typhimurium PhoP-regulated promoter GFP reporter, 4 h; higher % means a stronger effect;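 active = inhibition over 29.93%, a cutoff 3 SD above the screen mean, later confirmed by dose response; inconclusive = inhibition over 29.93% but no dose response follow-up; inactive = inhibition at most 29.93% or unconfirmed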;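 note: 0% = low Mg2+ inducing control and 100% = high Mg2+ repressing control; strong numbers were not always called active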
GPR35 antagonists = GPR35 antagonists blocking zaprinast-driven arrestin recruitment, primary screen, imaging, U2OS, beta-arrestin-GFP, zaprinast agonist (AID 2058). U2OS GPR35 beta-arrestin-GFP translocation imaging, zaprinast antagonism; higher % means a stronger effect. one-dose inhibition, % at 10 µM; IC50 in µM for titrated hits. actives 0.052% (n = 290,000);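 active = inhibition of at least 50% with at least 30 cells and total cytoplasm GFP at most 10,000,000; inconclusive = under 30 cells or total GFP of 10,000,000 plus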
Rac1 GTP hydrolysis = MgcRacGAP GTPase-activating activity inhibitors, confirmation, biochemical, ADP Hunter fluorescence; inhibition, % at 30 µM; hits with a dose series show IC50 in µM; MgcRacGAP-stimulated Rac1 GTP hydrolysis, ADP Hunter fluorescence; higher % means a stronger effect; GST-tagged Rac1 F28L mutant substrate; actives 0.6% (n = 340,000);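 active = first-screen hits whose inhibition reached a set limit at any dose in the follow-up dose series; inconclusive = inhibition above the set first-screen limit but never retested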;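 note: fluorescence reports GDP produced by GAP-driven GTP hydrolysis; strong numbers were not always called active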
NS5 inhibitors = Dengue-2 NS5 methyltransferase inhibitors, primary screen, biochemical, confirmation dose response (AID 588689); actives 0.3% (n = 340,000); inhibition, % at 25 µM; hits with a dose series show IC50 in µM; Dengue-2 NS5 methyltransferase capping enzyme assay, biochemical; higher % means a stronger effect; in the data active = a potency from the dose series; inconclusive = inhibition above about 29% without an active follow-up result
ER stress rescue = rescue of cells from ER stress-induced death, primary screen, 384-well, CSM14.1, thapsigargin, ATP luminescence (AID 1222); one-dose cellular ATP content (survival), % at 20 µM; EC50 in µM for titrated hits; 190,000 tested, under 10 active; CSM14.1 thapsigargin-induced death rescue, ATP luminescence; higher % means a stronger effect;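 active = EC50 below 50 µM in the dose-response confirmation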;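 note: death triggered by thapsigargin at about 15 µM added after 2 h compound pretreatment; cell ATP read after overnight thapsigargin exposure of roughly 18 to 22 hours; normalized against plate controls of thapsigargin alone and 5% DMSO vehicle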
RSV antiviral HEp-2 = inhibition of RSV-induced cytopathic effect – HEp-2 cells, primary 10 µM value included (AID 2391). HEp-2 cells, RSV-induced CPE inhibition; higher % means a stronger effect. CPE inhibition, % at 10 µM; hits with a dose series show IC50 in µM. actives 0.13% (n = 310,000); in the data active = a potency from the dose series; inconclusive = CPE inhibition mostly from about 23% at the one dose, without a potency; inactive = the rest, 99 in 100 with CPE inhibition below about 21%; note: strong numbers were not always called active
West Nile antiviral = West Nile virus antiviral activity, cell-based, CPE readout (AID 1621); actives 0.02% (n = 290,000); CPE inhibition, % at 10 µM, or IC50 in µM where a hit was titrated; West Nile virus-infected cells, CPE inhibition; higher % means a stronger effect; in the data active = a potency from the dose series; inconclusive = CPE inhibition mostly from about 3.7% at the one dose, without a potency; inactive = the rest, 99 in 100 with CPE inhibition below about 2.2%; note: strong numbers were not always called active
Large T inhibition = TAg ATPase/helicase activity blockers – biochemical (AID 1903). one-dose inhibition, % at 20 µM; IC50 in µM for titrated hits. actives 0.39% (n = 310,000). SV40 large T antigen ATPase/helicase inhibition assay; higher % means a stronger effect; in the data active = a potency from the dose series; inconclusive = inhibition mostly from about 32% at the one dose, without a potency; inactive = the rest, 99 in 100 with inhibition below about 32%; note: strong numbers were not always called active
LYP phosphatase = inhibitors of LYP phosphatase, biochemical, fluorescence intensity, uHTS (AID 1779); inhibition, % at 11.5 µM, or IC50 in µM where a hit was titrated; actives 0.054% (n = 290,000); recombinant LYP phosphatase, fluorescence intensity; higher % means a stronger effect; in the data active = inhibition above about 50%;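 note: plate controls were vehicle with enzyme for no effect and no enzyme for full effect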
Starred values were filed as active, the others as inactive; ? = inconclusive; / = not tested or not shown; & = joins results of further samples. Random draw from the library; about 1.5% have a hit in one of these screens.

Values run as follows: Large T inhibition | NS5 inhibitors | GPR35 antagonists | LYP phosphatase | RSV antiviral HEp-2 | PhoP inhibition | Rac1 GTP hydrolysis | ER stress rescue | West Nile antiviral
CN(C)S(=O)(=O)c1ccc2nc(NC(=O)c3cccnc3)sc2c1
  10% | -10% | 2% | 5% | 5.1% | -12% | 6% | -4.0% | 0.6%
O=C(O)C1CCCCC1C(=O)Nc1ccc(-c2ccccc2)cc1 (stereo not drawn)
  -4% | -1% | -7% | -5% | -0.5% | 5% | -5% | -0.2% | 3.3%
COC(=O)c1ccc(N(C(=O)CNC(=O)c2ccco2)C(C(=O)NC2CCCC2)c2ccco2)cc1 (stereo not drawn)
  0% | -4% | -5% | -2% | -0.2% | 0% | 5% | -3.5% | -0.5%
CCN(CC)S(=O)(=O)c1ccc(N/N=C/c2ccc(O)cc2)nc1
  12µM* | -5% | -12% | 4% | -0.3% | 2% | 31µM* | 0.9% | -0.3%
CCOc1ccc(-c2nnc(N3CCCCC3)c3ccccc23)cc1
  3% | -3% | 8% | 10% | 17% | -11% | 7% | 1.8% | -0.7%
Cc1nc2ccccc2c(=O)n1NC(=O)C1CC1C (stereo not drawn)
  8% | -6% | -2% | -2% | -0.1% | 1% | 6% | -2.0% | 0.2%
O=C(Cc1c(F)cccc1Cl)Nc1ccccc1N1CCCCC1
  2% | -12% | -3% | 1% | 1.9% | -9% | -4% | 0.2% | /
COCCNS(=O)(=O)c1cc2[nH]c3c(c2cc1C)C(=O)CC(C)(C)C3
  -3% | -3% | -14% | -4% | 3.0% | -1% | 7% | / | -0.3%
O=C1NC2(CCCCC2)NN1c1ccccc1
  1% | -2% | -2% | 0% | -4.8% | 0% | 9% | 3.1% | 0.0%
Cc1c(NCc2cc(Cl)ccc2O)c(=O)n(-c2ccccc2)n1C
  7% | -1% | -1% | -4% | -0.5% | -5% | 14% | 0.2% | -0.1%
Cc1nn(Cc2ccccc2Cl)c2sc(C(=O)Nc3nccs3)cc12
  19% | -5% | 5% | 6% | 4.1% | 5% | 9% | -2.0% | 0.1%
CCOC(=O)C1C(C)N=C2SCC(=O)N2C1c1cccc(Br)c1 (stereo not drawn)
  10% | -5% | 5% | -1% | -0.2% | 1% | 4% | -0.9% | 0.0%
CSc1cc(/C=N/O)c(SC)s1
  22% | -1% | 5% | -4% | 3.4% | -3% | 3% | -4.1% | 0.2%
O=C(NCc1ccco1)C1CC(c2ccc(Cl)cc2)=NO1 (stereo not drawn)
  0% | -7% | 7% | -8% | -0.8% | 9% | 5% | -2.7% | 0.1%
COc1ccc2[nH]c(=O)c(-c3nnn(-c4ccc(Cl)nc4)n3)cc2c1
  12% | -7% | / | / | 10% | / | 8% | / | 0.6%
O=C(COc1ccc(Cl)cc1)Nc1ccc(C(=O)O)cc1NC(=O)COc1ccc(Cl)cc1
  10% | 3% | 6% | -10% | 2.4% | 0% | 7% | / | 0.0%
CN(C)CCCn1c(SCC(=O)Nc2sc3c(c2C#N)CCCC3)nnc1-c1ccncc1
  9% | 1% | 12% | -4% | -1.4% | 6% | 19% | -2.5% | -0.4%
CC(=O)Nc1ccc(NC(=O)C(C)OC(=O)c2ccc3c(c2)OCCO3)cc1 (stereo not drawn)
  25% | -6% | 7% | -8% | 0.8% | -14% | 7% | / | 0.5%
CC(=O)CCc1c(C)[nH]c2ccc(NC(C)=O)cc2c1=O
  14% | 0% | 5% | -4% | 1.1% | 3% | 3% | -3.3% | -0.1%
CC(=O)NC(CCCNC(=S)NC1CCCCC1)C(=O)O (stereo not drawn)
  15% | -3% | 0% | 0% | -1.1% | 6% | -1% | 0.4% | 0.5%
CC(C)c1nc(SCC(=O)Nc2ccc3c(c2)OCO3)n[nH]1
  14% | -2% | 4% | -9% | 0.3% | -2% | 12% | 4.0% | 0.0%
O=C(Nc1ccc(Br)cc1)C1CC=CCC1C(=O)OCC1CCCO1 (stereo not drawn)
  10% | -5% | -2% | -6% | 2.4% | 1% | -1% | -0.8% | 0.5%
COc1ccc(CNC(=O)CN2C(=O)COc3ccc(S(=O)(=O)N4CCC(C)CC4)cc32)cc1
  8% | -3% | 4% | -4% | -1.2% | -4% | 9% | / | -0.7%
COc1ccc(N2C(=O)CC(N3CCC(O)(c4ccc(Cl)cc4)CC3)C2=O)cc1 (stereo not drawn)
  4% | 3% | 0% | -8% | -0.2% | 0% | 7% | 1.1% | 0.2%
COc1cc(OC)nc(NC(=S)NC(=O)c2ccccc2)n1
  6% | 3% | 11% | -2% | 7.4% | -11% | 3% | -4.0% | -0.3%
O=C(Nc1ccncc1)c1cccc(S(=O)(=O)N2CCN(c3ccc(F)cc3)CC2)c1
  10% | -3% | / | / | 4.1% | 6% | 6% | / | /
Cc1cc(C(F)(F)F)nn1CC(=O)Nc1cccnc1
  1% | 2% | 5% | 3% | 5.0% | -1% | 6% | 4.2% | /
O=S(=O)(c1ccc(Cl)s1)N1CCN(CCc2ccccc2)CC1
  -9% | 0% | 5% | -4% | 4.4% | 4% | 4% | / | -0.4%
Cc1occc1C(=O)NCCc1ccc(Cl)cc1
  28% | -6% | 10% | 7% | 1.0% | -3% | 14% | -1.0% | -0.5%
O=C(CNC(=O)c1ccccc1Cl)N/N=C/c1ccc2c(c1)OCO2
  -1% | -4% | -9% | -6% | 1.5% | -5% | 9% | / | -0.1%
Cc1cc2ccccn2c1C(=O)c1ccc(S(=O)(=O)N(C)C)cc1
  13% | 3% | -7% | -2% | ? | -7% | -1% | 5.7% | -0.5%
N#CCCn1cc(C(=O)N2CCOCC2)c(-c2ccc3c(c2)OCCO3)n1
  12% | -7% | 24% | -7% | -1.1% | -6% | 3% | -0.5% | -0.2%
CC(C)(C)S(=O)(=O)/C(C#N)=N/Nc1ccc(C#N)cc1
  13% | 1% | -4% | -2% | 0.7% | -5% | -7% | -2.3% | -0.9%
COc1ccc(S(=O)(=O)Nc2c(C)n(C)n(-c3ccccc3)c2=O)cc1C(=O)O
  0% | / | -5% | -7% | -0.5% | -5% | 5% | / | 0.1%
CCOC(=O)Cn1c(=O)oc2cc(S(=O)(=O)Nc3cccc(C)c3)ccc21
  8% | -4% | 21% | -6% | 3.6% | 6% | -2% | -3.6% | 0.0%
O=[N+]([O-])c1ccc(N2CCNCC2)c(S(=O)(=O)N2CCOCC2)c1
  4% | 4% | 5% | 1% | 1.2% | -11% | -2% | -2.8% | -0.4%
COc1ccccc1NS(=O)(=O)c1cccc(C(=O)N/N=C2\CC(=O)CC(C)(C)C2)c1
  7% | -44% | 0% | -10% | 0.7% | 24% | 8% | -2.3% | 0.4%
Cc1ccccc1N/C(SCc1cccc(Br)c1)=C(/C#N)C(N)=O
  11% | 5% | -12% | -8% | 3.0% | -14% | -3% | -0.1% | -0.6%
CCSC1=N/C(=C\c2ccccc2)C(=O)N1c1ccc(OC)cc1
  11% | -18% | 8% | 1% | 2.7% | -10% | 12% | -0.4% | -1.1%
Cc1cc(=O)n2[nH]c(-c3sccc3-n3c(C)ccc3C)cc2n1
  22% | / | -6% | -8% | 1.9% | 1% | / | -0.9% | 0.8%
Cc1[nH]c(=O)c(C#N)c2c1COC(C)(C)C2
  -1% | 1% | -9% | -6% | 0.8% | -2% | 2% | 0.2% | 1.3%
Cc1oc(-c2ccccc2F)nc1CS(=O)(=O)CC(=O)N1CCCCCC1
  -4%&3% | 1% | -5% | -1% | 1.8% | 1% | -1% | / | -0.3%
COc1ccc(Cl)cc1N(CC(=O)Nc1ccccc1C(=O)NCc1ccco1)S(C)(=O)=O
  1% | 1% | 2% | -7% | 2.3% | 7% | 2% | -1.4% | -0.6%
CCOCc1nnc(NC(=O)CCc2ccccc2)s1
  1% | 0% | 0% | 1% | 0.8% | 4% | 2% | -3.1% | 0.1%
Cc1cc2c(c(=O)n1CCc1ccccc1)C(C(C)C)C(C#N)=C(N)O2 (stereo not drawn)
  8% | -3% | 17% | -6% | 0.8% | -12% | 11% | -0.2% | -0.1%
CCN1CCN(CCCNC(=O)c2ccc(/C=C3/Sc4ccccc4N(Cc4ccccc4F)C3=O)cc2)CC1
  11% | 3% | 26% | -28% | -5.0% | 4% | 13% | 1.2% | ?
COc1ccc(S(=O)(=O)N(CCC#N)Cc2ccco2)cc1OC
  7% | -2% | 14% | -7% | 1.8% | 3% | -1% | / | -0.7%
O=c1cnc(-c2ccc(Cl)cc2)cn1O
  9% | -1% | 11% | -1% | 17% | -7% | 1% | / | 0.4%
Cc1ccc(Nc2nc(N)nc(CN3CCN(c4ccccc4F)CC3)n2)cc1
  4% | -8% | 9% | -4% | 16% | -20% | 5% | 0.4% | -0.9%
CC(OC(=O)C1CCCCC1)c1nc2ccccc2[nH]1 (stereo not drawn)
  -6% | 2% | -4% | 2% | 3.7% | -9% | -12% | -1.2% | -1.1%
CCOC(=O)C1=C(CCc2ccccc2)NC(=O)NC1c1ccc2ccccc2c1 (stereo not drawn)
  5% | -2% | -8% | -2% | 10% | / | 7% | / | -0.7%
Cc1cccc(C)c1NC(=O)CCCSc1nnc(-c2ccco2)o1
  10% | -7% | / | / | -0.8% | -4% | 2% | / | -0.5%
C=CCSc1nsc(N)n1
  23% | -2% | 4% | -7% | 1.4% | -9% | 5% | 2.1% | 0.5%
Cc1ccc(NC(=O)c2cccc(S(=O)(=O)N3CCN(c4ccc(F)cc4)CC3)c2)nc1
  3% | -2% | 0% | 2% | 3.7% | 7% | 6% | / | -1.4%
CNC(=S)N/N=C/c1cn(Cc2c(F)cccc2Cl)c2ccccc12
  18% | -4% | -58% | 10% | ? | 12% | 8% | -0.6% | -1.5%
CSc1ccc(CCNC(=O)C2CCCN(c3ncnc4c3nc3n4CCCCC3)C2)cc1 (stereo not drawn)
  6% | -2% | 4% | -8% | ? | 2% | 9% | / | 0.5%
CCc1cc(=O)oc2cc(C)cc(OCC(=O)NCC(O)c3ccccc3)c12 (stereo not drawn)
  13% | -15% | 3% | -7% | 4.8% | -1% | 7% | / | -0.1%
COCc1[nH]nc2c1C(c1ccc(OC)cc1)C(C#N)=C(N)O2 (stereo not drawn)
  9% | -1% | -8% | -7% | 0.6% | -8% | 3% | -3.3% | 0.5%
